Giardia FBPA inh: qHTS Assay for Inhibitors of Fructose-1,6-bisphosphate Aldolase from Giardia Lamblia; A8B2U2; Potency, µM (highest dose often 59.6 µM), for the others: at the highest dose activity, negative = inhibition, actives largely listed as inhibitors; 0.71% of 290,000 active; purified Giardia FBPA; also: potency is read from the fitted curve at half-maximal effect; nearly all actives have a fitted effect of over 55% in size
Target sequence (A8B2U2 whole entry, looked up): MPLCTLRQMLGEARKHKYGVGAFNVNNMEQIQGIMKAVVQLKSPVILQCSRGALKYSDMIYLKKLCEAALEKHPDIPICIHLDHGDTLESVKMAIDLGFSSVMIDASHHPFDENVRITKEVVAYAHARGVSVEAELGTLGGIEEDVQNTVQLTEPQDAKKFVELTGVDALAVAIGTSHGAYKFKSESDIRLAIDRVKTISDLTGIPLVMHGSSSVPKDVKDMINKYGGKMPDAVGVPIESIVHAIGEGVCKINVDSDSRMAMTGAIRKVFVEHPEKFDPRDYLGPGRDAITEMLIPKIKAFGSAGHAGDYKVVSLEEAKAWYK
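Giardia FBPA (40 nM reagent) was preincubated 10 min at RT with compound (up to 57.5 uM final), then substrate plus GAPDH/TPI/NAD/arsenate coupling system with diaphorase/resazurin was added; resorufin fluorescence (525/598 nm) was read after 20 min.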
HCMV antiviral: qHTS Assay for inhibitors of the human cytomegalovirus (HCMV); HFF cells, HCMV-luciferase reporter, 72 h; stronger effect = lower value; activity change, negative = inhibition, % at 57.5 µM; 4.5% of 410,000 active; in the data active = activity change below about -60%; inconclusive = no clear call, values can overlap the other calls; inactive = above about -39%
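After 16 h attachment at 37C, HFF cells received test compound and HCMV-luciferase (1 PFU/cell); reporter luminescence read 72 h later, data normalized against buffer-only and known inhibitor Salinomycin.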
AmpC detergent: qHTS Inhibitors of AmpC Beta-Lactamase (assay with detergent) | AmpC hydrolysis of nitrocefin, absorbance 480 nm, 0.01% Triton | Potency, µM (highest dose often 114 µM), without a hit: at the top dose activity change, negative = inhibition, most hits filed as inhibitors | 0.041% of 370,000 active | AID 485294, 2010;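 also: potency is read from the fitted curve at half-maximal effect; 0% = no-compound wells and -100% = no-enzyme wells; nearly all actives have a fitted effect of over 25% in size; some results filed as inactive show a strong effect at the top dose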
Target sequence (P00811 whole entry, looked up): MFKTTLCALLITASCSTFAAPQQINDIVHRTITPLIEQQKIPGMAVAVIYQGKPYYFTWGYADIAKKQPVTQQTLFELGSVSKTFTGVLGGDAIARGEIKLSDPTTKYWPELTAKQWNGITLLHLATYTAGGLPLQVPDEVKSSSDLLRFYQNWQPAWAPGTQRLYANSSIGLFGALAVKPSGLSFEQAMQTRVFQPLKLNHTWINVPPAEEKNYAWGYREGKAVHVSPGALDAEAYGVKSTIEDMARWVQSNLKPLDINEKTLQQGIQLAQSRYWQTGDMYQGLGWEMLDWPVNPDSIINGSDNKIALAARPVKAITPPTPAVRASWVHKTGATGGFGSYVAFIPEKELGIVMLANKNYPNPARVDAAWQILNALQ
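20 mM phosphate pH 7.0 + 0.01% (detergent screen) or 0.0001% Triton X-100; 5.3 nM AmpC reagent; cpd preinc 15 min RT; nitrocefin (800 uM stock) to start; A480 q20 s × 4 min; Activity was normalised to no-enzyme and no-compound control wells.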
HCV inhibitor: qHTS Assay for Inhibitors of Hepatitis C Virus (HCV) | 3.4% of 340,000 active | Huh7.5.1 HCVcc-Cre infection, luciferase reporter, 44 h | Potency, µM (highest dose often 41.8 µM), inactives show top-dose activity change, negative = inhibition, usual class: inhibitors | AID 651820, 2012; also: potency is read from the fitted curve at half-maximal effect
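Cells seeded at 1,000/well and cultured 4 h, then compounds added followed by HCVcc-Cre virus (~0.5 moi). After 44 h further culture, luciferase substrate was added, plates held 15 min at room temperature, and luminescence read for 15 sec.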
AMA1 RON2 block: qHTS for Inhibitors of AMA1-RON; Towards Development of Antimalarial Drug Lead: Primary Screen. AlphaScreen AMA1-biotinylated RON2 peptide binding. Potency, µM (doses to about 58.2 µM), inactives show top-dose activity change, negative = inhibition, hits mostly inhibitors. 0.2% of 360,000 active;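 also: potency is read from the fitted curve at half-maximal effect; 0% = vehicle wells and -100% = peptide control; nearly all actives have a fitted effect of over 45% in size; some results filed as inactive show a strong effect at the top dose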
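AMA1 (3D7) with his tag at 25 nM final met compounds first, then biotinylated RON2 peptide at 25 nM; detection used donor plus acceptor beads, 10 µg/mL apiece, read by AlphaScreen after 30 min at room temperature.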
Sm TGR block: qHTS Assay for the Inhibitors of Schistosoma Mansoni Peroxiredoxins | Schistosoma mansoni thioredoxin glutathione reductase (TGR), Q962Y6 | purified TGR, DTNB reduction, TNB absorbance 405 nm | Potency, µM (titrated, usually from 114 µM), without a hit: at the top dose activity change, negative = inhibition, most hits filed as inhibitors | 3% of 360,000 active; also: potency is read from the fitted curve at half-maximal effect; nearly all actives have a fitted effect of over 60% in size
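Kinetic colorimetric format: TGR-catalysed, NADPH-driven DTNB reduction monitored via TNB absorbance. Enzyme dispensed at 20 nM; compound exposure 15 min at room temperature before reaction start.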
* = called active by the depositor; ? = inconclusive; . = no result given; [ ] = another dose, or the depositor's remark. Unless noted, calls follow the shape of the dose curve; as a rule, active = well fitted curve in the direction sought with a large enough effect; inconclusive = small, poorly fitted or top-dose-only effect, or another doubt; inactive = no such curve, though single readings can be large; an effect the other way counts as inactive or inconclusive. Unless noted, % is scaled to controls: 0 for no effect and ±100 for the full control effect.

[1] O=C(CSc1ccc2nnc(CCNC(=O)c3ccccc3)n2n1)NCc1ccccc1
[2] Cc1ccc(S(=O)(=O)c2nc(Nc3ccccc3)sc2Cl)cc1
[3] O=c1c2sc3nc(N4CCOCC4)c4c(c3c2nnn1Cc1ccccc1)CCCC4
[4] COCCCNc1nc2ccccc2nc1NS(=O)(=O)c1cccc(C)c1
[5] O=S(=O)(c1ccc(F)cc1)N1CCCc2ccccc21
[6] CC(=O)Nc1ccc(NC(=O)C(C)OC(=O)C2CCCCC2)cc1 (stereo not given)
[7] O=C(NCCN1CCOCC1)Nc1cccc(Cl)c1
[8] Cn1c(NCCO)nc2c1c(=O)n(Cc1ccccc1Cl)c(=O)n2C
[9] COc1ccccc1CNCc1cccc(Oc2ccccc2)c1
[10] Cc1cccc(C)c1N(CC(=O)N1CCN(C)CC1)S(C)(=O)=O

| Screen / compound no. | 1 | 2 | 3 | 4 | 5 | 6 | 7 | 8 | 9 | 10 |
| --- | --- | --- | --- | --- | --- | --- | --- | --- | --- | --- |
| Giardia FBPA inh | . | -1% | 6% | 2% | -8% | . | 0% | . | -24% | 0% |
| HCMV antiviral | 2 | -74* | -100* | 5 | . | -10 | 0 | -3 | 48 | 2 |
| AmpC detergent | 4% | -3% | 4% | -11% | ? | 2% | 4% | -1% | 0% | ? |
| HCV inhibitor | 3% | 11µM* | -6% | -21% | . | ? | -9% | . | -4% | 0% |
| AMA1 RON2 block | -3% | -9% | -3% | 13% | . | -10%[11.6 µM] | 1% | . | -4% | -9% |
| Sm TGR block | 0% | -20% | -24% | -3% | 4% | 1% | -13% | 6% | . | -7% |

[11] CC(C)Cn1c(NCCN(C)C)nc2c1c(=O)[nH]c(=O)n2C
[12] CC(C)(C)c1ccc(C2=NC(C)(C)N(CC(=O)Nc3ccc(F)c(F)c3)C2=O)cc1
[13] O=C(OCCN=C1NS(=O)(=O)c2ccccc21)c1ccco1
[14] O=C1CCC(C(=O)N2CCC(O)CC2)CN1CCc1ccc(Cl)cc1 (stereo not given)
[15] COc1c(C)cccc1C(=O)Nc1ccc(N2CCOCC2)c(Cl)c1
[16] CCCCOc1ccc(CN(CCO)CCO)cc1[N+](=O)[O-]
[17] CCOc1ccccc1/C=N/NC(=O)CNC(=O)c1cccs1
[18] CCN1CCN(Cc2c(O)ccc3oc(C)c(C(=O)Nc4ccc(OC)c(Cl)c4)c23)CC1
[19] COc1ccc(-c2nc(C)c(CCNC(=O)C(=O)Nc3c(C)cccc3C)s2)cc1OC
[20] Cn1c(CNC(=O)c2ccc(F)cc2)cc2ccccc21

| Screen / compound no. | 11 | 12 | 13 | 14 | 15 | 16 | 17 | 18 | 19 | 20 |
| --- | --- | --- | --- | --- | --- | --- | --- | --- | --- | --- |
| Giardia FBPA inh | 8% | . | 12% | . | -13% | -10% | -10% | . | . | -4% |
| HCMV antiviral | -10 | 10 | 5 | 33 | 20 | 0 | -37 | -18 | ? | -16 |
| AmpC detergent | -5% | 1% | 0% | 2% | -12% | 3% | 5% | 11% | 6% | -6% |
| HCV inhibitor | 3% | . | -3% | 26% | -29% | 1% | 5% | . | . | -10% |
| AMA1 RON2 block | 0% | . | 15% | 3% | -5% | 0% | -13% | . | . | 8% |
| Sm TGR block | 3% | 6% | 2% | -20% | 1% | 3% | 10% | -5% | 1% | -11% |

[21] COc1ccccc1N1CCN(CC(=O)Nc2ccc(S(=O)(=O)N3CCCCCC3)cc2)CC1
[22] O=C(NC1(Cc2ccccc2)CCN(Cc2ccc(-c3ccccc3)cc2)C1=O)c1ccccc1 (stereo not given)
[23] COc1ccccc1N=C1SCC(=O)N1c1ccccc1OC
[24] Cc1ccc(C(=O)N/C(=C/c2ccc(Cl)cc2)C(=O)NCC2CCCO2)cc1 (stereo not given)
[25] O=C(O)COc1ccccc1/C=N/NC(=O)/C(=C\c1ccc2c(c1)OCO2)NC(=O)c1ccccc1
[26] COc1ccc(C)cc1NC(=O)c1ccoc1C
[27] CC(C)N(C(=O)CSc1nc2ccccc2n1Cc1ccccc1F)C(C)C
[28] CC(NC(=O)CCc1ccccc1)c1ccc2c(c1)OCO2 (stereo not given)
[29] O=C(Nc1cccc(S(=O)(=O)NC2=NCCCCC2)c1)c1cccnc1Cl
[30] O=C(NCc1ccccc1)c1nc(-c2ccc(Cl)cc2)n2c1CCCCC2

| Screen / compound no. | 21 | 22 | 23 | 24 | 25 | 26 | 27 | 28 | 29 | 30 |
| --- | --- | --- | --- | --- | --- | --- | --- | --- | --- | --- |
| Giardia FBPA inh | . | . | -2% | 2% | -9% | -3% | -9% | -6% | 3% | . |
| HCMV antiviral | 0 | -31 | -29 | ? | ? | -12 | -27 | 16 | 0 | -15 |
| AmpC detergent | -2% | 4% | -8% | -9% | 7% | -8% | -1% | -10% | -6% | 0% |
| HCV inhibitor | ? | ? | 4% | 17% | 5% | 14µM* | ? | ? | 4% | . |
| AMA1 RON2 block | -2% | -7% | -1% | 21% | 6% | -1% | -8% | -9% | -5% | . |
| Sm TGR block | -2% | 0% | 5% | 2% | -2% | 0% | -20% | 2% | 2% | -9% |

Some entries already given with just HCMV antiviral.
#	compound	HCMV antiviral
22	O=C(NC1(Cc2ccccc2)CCN(Cc2ccc(-c3ccccc3)cc2)C1=O)c1ccccc1 (stereo not given)	-31
23	COc1ccccc1N=C1SCC(=O)N1c1ccccc1OC	-29
24	Cc1ccc(C(=O)N/C(=C/c2ccc(Cl)cc2)C(=O)NCC2CCCO2)cc1 (stereo not given)	?
25	O=C(O)COc1ccccc1/C=N/NC(=O)/C(=C\c1ccc2c(c1)OCO2)NC(=O)c1ccccc1	?

Carrying on.
Fields – Giardia FBPA inh, HCMV antiviral, AmpC detergent, HCV inhibitor, AMA1 RON2 block, Sm TGR block
31	COc1ccc(OC)c(-c2cc(C(=O)Nc3cc(C)on3)no2)c1
    5%, 14, -5%, ?, -1%, 1%
32	COc1cccc(-n2c(SCc3cc(=O)oc4cc(O)c(O)cc34)nc3ccccc3c2=O)c1
    ?, ?, -10%, 0%, 33%[activator], -4%
33	COc1ccccc1N1CCN(c2ncnc3c2cnn3-c2cccc(Cl)c2)CC1
    ., 7, 6%, ., ., 7%
34	CCC(=O)Nc1ccc(CC)cc1-c1nc2ccccc2n(Cc2ccccc2)c1=O
    ., 14, 1%, ., ., -4%
35	CCOC(=O)/C(C#N)=C/c1c(OCC)n(CC)c2ccccc12
    -3%, ?, -22%, -23%, 1%, -32%
36	COc1ccc(N2CCN(C(c3ccco3)c3sc4nc(C)nn4c3O)CC2)cc1 (stereo not given)
    -1%, ?, -11%, 2%[0.335 µM], -6%, -29%
37	O=C(CC1OC(=O)c2ccccc21)NCC1COc2ccccc2O1 (stereo not given)
    ., -7, -12%, 2%, -7%, 3%
38	CC1(C)CC(NC(=O)C(C)(C)Oc2ccc(Cl)cc2)CC(C)(C)N1
    2%, 12, -2%, -27%, 4%, 2%
39	O=C(c1ccco1)N1CCN(C(c2cccs2)c2nnnn2C2CCCCC2)CC1 (stereo not given)
    1%, ?, ?, 7%, -2%, 1%
40	COc1ccc2cc(CCNC(=O)c3cc4ccccc4o3)c(=O)[nH]c2c1
    ., 50, 2%, ?, -10%, -35%
41	Cc1nn(S(=O)(=O)c2ccc(C(C)(C)C)cc2)c(C)c1S(=O)(=O)N1CCOCC1
    -7%, ?, 0%, 5%, -8%, 10%
42	Cc1cc(C)n2ncc(C(=O)NCc3cccnc3)c2n1
    0%, 24, ?, -1%, 8%, 12%
43	COc1ccccc1OCc1nc(-c2cccc([N+](=O)[O-])c2)no1
    0%, -10, -2%, ?, -14%, 8%
44	CCCCCn1c(=O)[nH]c2cc(C(=O)NCc3ccc(Cl)cc3)ccc2c1=O
    ., 0, 1%, ., ., 7%
45	Cc1ccc(S(=O)(=O)NCCC(=O)NC2CCC(C)CC2)cc1 (stereo not given)
    ., -17, -2%, -10%, -6%, -3%
46	Cc1ccc(-n2nnnc2SCC(=O)Nc2sc(C)c(C)c2C#N)cc1C
    0%, 61, -2%, 22%, 4%, ?
47	COc1ccc(S(=O)(=O)N=C2C=C(C)C(=O)C(C)=C2)cc1
    -6%, 26, -4%, 6%, -2%, 32µM*
48	COc1ccc(CNC(=O)C2CCN(S(=O)(=O)c3ccc4c(c3)CC(C)N4C(C)=O)CC2)cc1 (stereo not given)
    6%, -26, -9%, ?, -1%, -9%
49	Cc1ccc([N+](=O)[O-])c(OCC(O)CNC(C)(C)C)c1 (stereo not given)
    -4%, -22, -3%, 6%, 6%, 5%
50	Cc1ccc(CNS(=O)(=O)NCc2ccc(Cl)cc2)cc1
    2%, -3, 7%, 5%, -4%, 5%
51	Cc1cc(C(=O)NNC(=O)c2nn(C)c(=O)c3ccccc23)c(C)o1
    3%, -35, 0%, -9%, 4%, -1%
52	CN(C)/C(=N\S(=O)(=O)c1ccccc1)c1ccccc1
    18%, -38, -13%, 15%, -27%, -14%
53	Cc1c(NC(=O)NCCN2C(=O)C3C4C=CC(C4)C3C2=O)c(=O)n(-c2ccccc2)n1C (stereo not given)
    1%, -29, ?, 5%, 0%, -15%
54	O=C(CSCc1nc2scc(-c3cccs3)c2c(=O)[nH]1)Nc1ccccn1
    ., 21, 4%, -9%, 6%, -21%
55	CCn1c(Oc2ccccc2F)nc2c1c(=O)n(C)c(=O)n2C
    2%, ?, ?, 1%, 12%, 4%
56	Cc1ccc(CN2CCN(/N=C\C(Br)=C\c3ccccc3)CC2)cc1
    1%, -36, -6%, ?, ?, -16%
57	CCc1ccc2c(c1)/C(=N/N(C)C(=S)NC)C(=O)N2
    -1%, -5, 2%, 10%, ?, 1%
58	COC(=O)c1ccc(CNC(=O)C2CCC(=O)N(CCc3ccccc3)C2)cc1 (stereo not given)
    ., -37, -10%, 0%, -2%, 0%
59	COc1ccccc1CNc1ccc(-c2nc(-c3ccccc3C)no2)cc1[N+](=O)[O-]
    ., 3, 12%, ., ., -3%
60	CC(C)[C@H]1C=C(C(=O)O)O[C@@H](OCc2ccc(CO)cc2)C1
    4%, 2, -1%, 9%, 54%[activator], -26%
61	C/C(=N/Nc1ccc(F)cc1)c1ccc(Cl)s1
    -3%, -14, 2%, 6%, 7%, -28%
62	COc1ccc(-c2cc(C(=O)N(C)CC(=O)Nc3ccccc3C(F)(F)F)c3ccccc3n2)cc1OC
    ., 0, ., ?, 70%[activator], .
63	COc1ccc(N2C(=O)C3CCCN3C2c2ccc(C)cc2)cc1Cl (stereo not given)
    -7%, 31, -4%, 2%, -3%, 0%
64	COc1cccc(CN(C)S(=O)(=O)c2cccs2)c1
    0%, -8, -1%, -6%, -1%, -2%
65	CCN(CC)C(=O)N1CCN(C(=O)N2CCOCC2)CC1
    3%, -27, -4%, 4%, -3%, .
66	CC(NC(=O)COC(=O)c1cc(S(=O)(=O)N2CCOCC2)ccc1F)c1ccccc1 (stereo not given)
    ., 17, ., 17%, 11%, .
67	Cc1cccc(NC(=O)Nc2cnccn2)c1
    0%, -24, 5%, -11%, -6%, 2%
68	Cc1onc(-c2ccccc2)c1C(=O)OCC(=O)N1CCC(C)CC1
    ., -9, ?, -6%, -1%, 0%
